dFosB activator – activators of delta FosB homodimer, primary screen, biochemical, fluorescence polarization, TAMRA-CDK5 oligo, single point; AID 493131, 2011; activation, % at 25 µM; Protein FosB (Mus musculus), P13346; 0.99% of 340,000 active; purified delta FosB; percent of positive-control signal above neutral wells;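 active = mean activation above about 17%, with every replicate also reaching it, limit read from the data, passing the limit was not always enough; inconclusive = only one of the two conditions met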;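 note: fluorescence polarization rise as delta FosB binds a TAMRA Cdk5 AP-1 oligo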
Target sequence (P13346 whole entry, looked up): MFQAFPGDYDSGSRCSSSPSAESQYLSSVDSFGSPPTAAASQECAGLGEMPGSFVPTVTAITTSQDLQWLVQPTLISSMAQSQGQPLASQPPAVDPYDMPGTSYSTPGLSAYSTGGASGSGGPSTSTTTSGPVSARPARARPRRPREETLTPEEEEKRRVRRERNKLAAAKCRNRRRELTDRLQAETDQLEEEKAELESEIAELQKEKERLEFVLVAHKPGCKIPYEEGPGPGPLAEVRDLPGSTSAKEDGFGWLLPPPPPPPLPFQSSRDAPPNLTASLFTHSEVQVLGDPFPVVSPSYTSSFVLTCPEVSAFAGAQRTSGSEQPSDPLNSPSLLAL
PfHsp90 yeast 2 – growth inhibition of PfHsp90-expressing yeast, primary screen, antimalarial PfHsp90 inhibitor project, S. cerevisiae, BacTiter-Glo luminescence, single point, set 2. AID 504621, 2011. BacTiter-Glo ATP, 48 h; yeast lacking PDR1 and PDR3 efflux regulators. inhibition, % at 9.4 µM. 0.32% of 310,000 active;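 active = every replicate shows inhibition above about 80%, whatever the replicate mean, limit read from the data; inconclusive = mean inhibition reaches the set limit but some replicate falls short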;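 note: 0% = DMSO neutral controls and 100% = 20 µM radicicol positive controls; yeast relying on Plasmodium falciparum Hsp90 in place of its own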
PvdQ inh – P. aeruginosa PvdQ acylase inhibitors, primary screen, biochemical, fluorescence, plate reader and imaging, single point; PvdQ acylase [Pseudomonas aeruginosa LESB58]; purified PvdQ acylase; inhibition, % at 10 µM; 0.063% of 340,000 active; in the data active = inhibition above about 30%, passing the limit was not always enough; inconclusive = no clear call, values can overlap the other calls;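 note: 0% = vehicle neutral wells and 100% = reference inhibitor wells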
Rtt109 Vps75 – inhibitors of C. albicans Rtt109/Vps75 HAT, primary screen, biochemical, ThioGlo CoA-SH fluorescence, plate reader | Histone acetyltransferase RTT109 (Candida albicans (strain SC5314 / ATCC MYA-2876)), … | purified Rtt109/Vps75, 4 h | inhibition, % at 34.9 µM | 0.16% of 330,000 active;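 active = inhibition of at least 50% in every replicate; inconclusive = best replicate reaches 50% inhibition but some replicates fall short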
SR-BI HDL uptake – inhibitors of SR-BI mediated HDL lipid uptake, primary screen, ldlA[mSR-BI] cells, fluorescence, single point | Scavenger receptor class B member 1 (Mus musculus), Q61009 | ldlA[mSR-BI] CHO cells, DiI-HDL uptake fluorescence, 3 h | inhibition, % at 12.5 µM | 0.96% of 320,000 active | AID 488896, 2010;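 active = mean replicate inhibition of at least 70% and a set share of replicates each scoring 70 or more; inconclusive = meets just one of the two criteria; inactive = fails both criteria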;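 note: 0% = median of neutral control wells and 100% = median of positive control wells; values of inactives mirror those of a sister screen read the other way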
Target sequence (Q61009 whole entry, looked up): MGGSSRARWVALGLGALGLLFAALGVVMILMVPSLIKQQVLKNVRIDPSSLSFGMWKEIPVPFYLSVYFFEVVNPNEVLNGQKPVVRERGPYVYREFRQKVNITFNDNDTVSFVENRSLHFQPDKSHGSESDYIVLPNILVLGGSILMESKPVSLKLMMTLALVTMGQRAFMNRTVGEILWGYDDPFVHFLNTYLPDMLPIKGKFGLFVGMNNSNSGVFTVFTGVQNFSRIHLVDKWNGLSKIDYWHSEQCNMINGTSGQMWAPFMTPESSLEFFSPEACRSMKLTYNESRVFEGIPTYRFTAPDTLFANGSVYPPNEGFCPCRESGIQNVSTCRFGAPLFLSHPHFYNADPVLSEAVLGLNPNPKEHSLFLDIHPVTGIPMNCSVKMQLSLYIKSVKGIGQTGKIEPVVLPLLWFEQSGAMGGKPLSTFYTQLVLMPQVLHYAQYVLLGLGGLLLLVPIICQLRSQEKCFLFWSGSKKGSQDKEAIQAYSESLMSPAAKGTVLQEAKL
CAL PDZ FP-1 – untagged CAL PDZ binding inhibitors, primary screen, biochemical, fluorescence polarization, HTS | Golgi-associated PDZ and coiled-coil motif-containing protein (Homo sapiens), Q9HD26 | purified CAL PDZ, TMR-peptide fluorescence polarization, 1 h | inhibition, % at 24.9 µM | 0.92% of 300,000 active | AID 602252, 2012;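 active = mean inhibition of at least 30% with at least half of replicates also reaching 30%; inconclusive = no clear call, values can overlap the other calls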;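 note: 0% = DMSO neutral control and 100% = excess unlabeled competitor peptide PRC23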
CAL PDZ FP-2 – CAL PDZ peptide-binding inhibitors, primary screen, biochemical, fluorescence polarization, Cer-tagged CAL PDZ, HTS; Golgi-associated PDZ and coiled-coil motif-containing protein (Homo sapiens), Q9HD26; purified CAL PDZ, TMR-peptide fluorescence polarization, 1 h; 0.02% of 330,000 active; inhibition, % at 20 µM; AID 504414, 2011;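 active = highest replicate inhibition of at least 40%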;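 note: plate controls were DMSO neutral control wells for no effect and unlabeled competitor peptide control wells for full effect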
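material = purified tagged CAL PDZ domain construct (CerCALP) | compound dosing = 20 µM, one dose | times = 1 h at RT | measured by = fluorescence polarization from S- and P-plane intensities, G-factor corrected | read-out = inhibition from polarization loss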
NSD2 HMT inh – NSD2 histone methyltransferase inhibitors, primary screen, biochemical, AlphaScreen, single concentration, set 2. Histone-lysine N-methyltransferase NSD2 (Homo sapiens), O96028. NSD2 peptide methylation, 120 min. inhibition, % at 12.5 µM. 0.54% of 310,000 active. AID 743445, 2014; in the data active = inhibition above about 50%
MITF TRPM1 HTS – activators of MITF-driven TRPM1 promoter reporter, primary screen, cell-based, SK-MEL-5, luciferase, single point; AID 588334, 2011; activation, % at 12.5 µM; SK-MEL-5 TRPM1-promoter luciferase, 24 h; % of positive control, neutral wells = 0; 0.75% of 300,000 active;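 active = mean activation of at least 80% with every replicate also reaching 80%; inconclusive = mean reaches 80% but some replicate falls short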;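 note: 0% = neutral control wells and 100% = parthenolide positive control wells; values of inactives mirror those of a sister screen read the other way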
SR-BI DiI-HDL act – activators of SR-BI mediated DiI-HDL uptake, primary screen, ldlA[mSR-BI] CHO cells, DiI fluorescence. 3 h; 100 = double the neutral-control signal. AID 504775, 2011. activation, % at 12.5 µM. 0.096% of 320,000 active;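 active = mean replicate activation of at least 60% and every replicate at or above 60%; inconclusive = mean or all-replicate condition met, but not both; inactive = mean below 60% and not all replicates reaching 60%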;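 note: 0% = median plate neutral-control signal and 100% = twice that signal; values of inactives mirror those of a sister screen read the other way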
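Test system: SR-BI-overexpressing, LDLR-lacking CHO cells; Also added: labelled HDL, 10 µg/mL; Measured by: bottom-read cell fluorescence after medium removal, ex 550/em 595 nm; Timing: 3 h uptake period with compound, 37 °C; Buffer or medium: F12, 0.5% BSA, 25 mM HEPES; Doses: single compound concentration, delivered by pin transfer.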
* = called active by the depositor; ? = inconclusive; . = no result given; & = joins results of further samples.

Order of results – dFosB activator	PfHsp90 yeast 2	PvdQ inh	Rtt109 Vps75	SR-BI HDL uptake	CAL PDZ FP-1	CAL PDZ FP-2	NSD2 HMT inh	MITF TRPM1 HTS	SR-BI DiI-HDL act
- COc1ccc(S(=O)(=O)N(C)CC(=O)N2CCCCC2)cc1Cl
 : -6	27	-7	6	-11	1	-2.3	-1	-12	11
- Cc1n[nH]c(C)c1S(=O)(=O)N1CCCC(C(=O)NC2CCCCC2)C1 (stereo unspecified)
 : 3	12	3	-11	.	-3	0.0	.	13	.
- Cc1ccc(C(=O)Nc2nnc(S(=O)(=O)N3CCCCCC3)s2)cc1
 : -2	1	17	-7	.	.	-6.3	.	1	.
- CCN(CC)CCNC(=O)C1(O)c2cc(Br)ccc2NC(=O)N1c1cccc(OC)c1 (stereo unspecified)
 : -5	12	-9	-1	-21	-4	-1.5	3	4	21
- Cc1cc(/C=C2\SC(=S)NC2=O)c(C)n1-c1ccc(O)cc1
 : -7	97*	-1	11	.	13	-0.8	11	69	.
- COc1ccc(CCNC(=O)CSC(=O)c2ccccc2)cc1OC
 : -3	20	-15	13	7	6	0.1	1	5	-7
- COc1ccc(-c2nn(CCC(=O)O)cc2CCC(=O)O)cc1
 : -6	22	-13	-9	-20	-1	.	-5	-4	20
- COc1cccc(NC(=O)COc2ccc(S(=O)(=O)NC(C)C)cc2)c1
 : -10	-5	-7	5	30	-2	-1.8	-1	-18	-30
- O=C(O)CCC(=O)Nc1ccccc1C(=O)NCc1ccccc1
 : 0	-11	-10	-1	-4	-1	-0.3	-1	1	4
- Cc1cc(NS(=O)(=O)c2ccc(NC(=O)C(C)Oc3ccccc3Cl)cc2)no1 (stereo unspecified)
 : 0	-3	1	15	-11	4	-2.3	-1	10	11
- COc1ccc(CCN(C(=O)C(F)(F)F)C(C(=O)NC2CCCC2)c2cccs2)cc1OC (stereo unspecified)
 : -14	-23	-14	1	2	-1	-2.0	-2	-1	-2
- CC1(C)SC(=S)N(/N=C/c2cccnc2)C1N(O)C(=O)NC1CCCCC1 (stereo unspecified)
 : -5	12	2	0	-6	-4	-2.1	1	-4	6
- COc1ccc(/C=C2/CCc3ccccc3C2=O)cc1CN1CCOCC1
 : -10	17	2	4	20	-1	-1.5	18	9	-20
- CCC1=NN2C(=N)/C(=C\c3cccn3-c3ccc(Br)cc3)C(=O)N=C2S1
 : -15	-5	4	18	47	7	-2.1	17	50	-47
- Cc1noc(C)c1NC(=O)Nc1ccc2c(c1)CC(=O)N([C@H](C)CO)C[C@@H](C)[C@H](CN(C)CC1CCCCC1)O2
 : -2	9	3	19	-17	-4	-0.3	.	2	17
- c1ccc2c(c1)OCC(c1csc3ncnc(N4CCCC4)c13)O2 (stereo unspecified)
 : 1	-48	-18	5	28	9	-3.4	0	-8	-28
- O=C(CN1CCN(c2ccc(O)cc2)CC1)Nc1cc(S(=O)(=O)N2CCOCC2)ccc1Cl
 : -9	-1	-4	4	1	0	-0.5	2	3	-1
- CCOC(=O)c1cc(-c2ccc(/C=C3/C(=O)N(c4ccc(C(=O)O)cc4)N=C3C)o2)ccc1Cl
 : -5	-23	-13	-40	-5	-2	-0.5	10	18	5
- C#CCOCCOCCOCCNc1nc(N2CCOCC2)nc(N2CCN(C(=O)[C@H](CCCCN)n3cc(CCC(=O)O)nn3)CC2)n1
 : -6	4	-12	-14	-20	-2	-1.4	.	7	20
- CCC(C)(C)NC(=O)C(c1ccccn1)N(C(=O)c1csnn1)C1CCCCC1 (stereo unspecified)
 : 2	-12	3	1	-14	4	-0.3	-10	4	14

(list continues)
Order of results – dFosB activator	PfHsp90 yeast 2	PvdQ inh	Rtt109 Vps75	SR-BI HDL uptake	CAL PDZ FP-1	CAL PDZ FP-2	NSD2 HMT inh	MITF TRPM1 HTS	SR-BI DiI-HDL act
- CN(C)CCNC(=O)Nc1ccc(Cl)c(Cl)c1
 : -7	5	-19	?	-15	0	-2.2	-2	-3	15
- CCOc1cccc(-c2c(C(=O)N/N=C/c3ccc(Br)cc3)nnn2-c2nonc2N)c1
 : 29*	-26	-11	2	29	0	-3.1	-8	-1	-29
- Fc1cccc(NC(=S)Nc2ccc(Br)cc2)c1
 : -5	2	2	2	0	2	-1.1	-2	32	0
- NC(=O)c1ccc(OCC(F)(F)C(F)(F)C(F)(F)C(F)(F)C(F)(F)C(F)F)cc1
 : -1	-16	-7	-4	.	-2	-1.9	-1	5	.
- Cc1sc2ncnc(NCC(O)c3ccccc3)c2c1C (stereo unspecified)
 : -1	16	-11	-9	11	-6	-3.4	-1	1	-11
- CN1CCN(c2ccc(S(=O)(=O)N3CCOCC3)cc2NC(=O)C2CCCCC2)CC1
 : -15	.	-8	-10	-10	11	0.4	5	-6	10
- CCN(CC)C(=O)[C@H]1C[C@H](CC(=O)NCCC2=CCCCC2)C(=O)N2CCc3c([nH]c4ccc(Cl)cc34)[C@]12C
 : -10	60	4	-4	7	1	0.7	.	-16	-7
- COc1ccc(NC(=O)CSc2nc3cccnc3n2C)cc1
 : -10	3	-21	4	3	1	-2.8	9	-3	-3
- CC1(C)CC(=O)C2=C(C1)Nc1ccccc1NC2c1ccc([N+](=O)[O-])cc1 (stereo unspecified)
 : -7	6	0	-2	-8	-3	-0.7	1	.	8
- CC(=O)CC(C)(C)S(=O)(=O)c1ccc(NC(C)=O)cc1
 : -8	-2	-7	-1	-14	-4	-3.2	-1	0	14
- O=C(NCCN1CCOCC1)c1ccc2c(c1)N(Cc1ccccc1)CCS2
 : -8	.	-4	-2	62	.	-0.5	.	.	-62
- Cc1cccc(N2C(=O)N3[C@H](c4ccc(F)cc4)[C@@H]4C(=O)N(C5CCCCC5)C(=O)[C@@H]4[C@]3(Cc3ccccc3)C2=O)c1
 : 0	-20	-7	-3	-3	0	0.5	.	15	3
- Cc1cc(NC(=O)c2ccc(S(=O)(=O)N3CCc4ccccc43)cc2)no1
 : -12	1	4	9	16	-1	-2.2	2	1	-16
- COc1ccc(-c2nn(-c3ccccc3)cc2/C=C(\CC(=O)O)c2nc3ccccc3s2)cc1OC
 : -12	-25	11	9	-9	-15	-7.5	2	13	9
- CC1C(=O)C(C)C(c2ccc(Br)cc2)NC1c1ccc(Br)cc1 (stereo unspecified)
 : -6	-50	-3	2	-6	-6	-1.8	-2	-7	6
- O=C(CN1CCN(S(=O)(=O)c2ccccc2C(F)(F)F)CC1)NCc1cccs1
 : 1	.	-2	-2	-13	-4	-2.9	-1	3	13
- Cc1ccc2c(c1)C(CCN)C(=O)N2Cc1ccccc1 (stereo unspecified)
 : 1	23	6	6	3	-1	-0.7	0	3	18
- CN(CC(=O)Nc1cccc(S(=O)(=O)N2CCCC2)c1)CC(=O)Nc1ccc(Cl)c(C(F)(F)F)c1
 : -10	.	1	13	3	-3	-1.8	-1	-29	-3
- CCCCCn1c(=O)[nH]c2cc(C(=O)NCCCN(C)Cc3ccccc3)ccc2c1=O
 : -29	7	-4	-1	.	1	0.9	0	-4	.
- Cc1cccc(C)c1N1CCN(C(=O)N2CCOCC2)CC1
 : -8	-9	-14	-1	-18	0	0.7	0	4	18

Further structures.
Order of results – dFosB activator	PfHsp90 yeast 2	PvdQ inh	Rtt109 Vps75	SR-BI HDL uptake	CAL PDZ FP-1	CAL PDZ FP-2	NSD2 HMT inh	MITF TRPM1 HTS	SR-BI DiI-HDL act
- CCOC(=O)C1=CNS(=O)(=O)NC1c1ccc(C(=O)OC)cc1 (stereo unspecified)
 : -8	0	4	-4	-33	-2	-0.9	.	-3	33
- Cc1ccc(CN2CC(=O)N3[C@H]4c5cc(C)ccc5OC[C@@H]4[C@H](c4ccccc4)[C@]3(C)C2=O)cc1
 : -13	-4	-8	0	2	-1	0.7	.	11	-2
- O=C(Cc1cccc(NC(=O)C2CCCN(C(=O)C3CCCC3)C2)c1)Nc1cccc(C(=O)N2CCOCC2)c1 (stereo unspecified)
 : -5	-8	-20	-6	7	-7	-0.1	.	5	-7
- CCO[C@@H]1OC(C(N)=O)=C[C@H](C(C)(C)C)[C@H]1CCCO
 : -2	-8	-8	5	-30	-4	0.0	.	5	30
- O=C(CCN1C(=O)c2ccccc2C1=O)N1CCN(C2c3ccccc3-c3ccccc32)CC1
 : 2	7	-18	-4	59	0	-0.7	.	-7	-59
- CCN(CC)CCn1c(=N)n(CC(O)c2ccco2)c2ccccc21 (stereo unspecified)
 : 4	-3	4	15	-20	1	-2.0	2	-9	20
- C/C(N)=C(/C#N)C(=O)CSc1nc(C2CCCCC2)n(-c2ccccc2)n1
 : 0&-7	3&-11	-14&-13	5&1	-14&-1	-3&1	-0.6&-3.2	-6&4	9&8	14&1
- CC(=O)N1CCN(c2ccc(NC(=O)c3ccc(N4CCCC4)c([N+](=O)[O-])c3)cc2Cl)CC1
 : -8	13	-4	.	31	-3	-1.5	-1	4	-31
- Cc1nc2sccn2c(=O)c1S(=O)(=O)NCC(C)c1ccccc1 (stereo unspecified)
 : -8	1	0	2	-32	.	-0.2	.	.	32
- Cc1nnc(SCCn2c(N3CC(C)CC(C)C3)nc3c2c(=O)[nH]c(=O)n3C)s1 (stereo unspecified)
 : -8	15	-13	5	-28	-2	-0.4	0	9	28
- CCC(=O)N1CCc2cc(S(=O)(=O)NCCc3ccc(S(N)(=O)=O)cc3)ccc21
 : -3	-6	-17	-5	5	-5	-1.6	2	1	-5
- COc1ccc(C2=NN(C(=O)COC(=O)c3ccc(S(C)(=O)=O)c([N+](=O)[O-])c3)C(c3ccco3)C2)cc1 (stereo unspecified)
 : -25	-20	-9	-1	37	-2	-0.6	-2	.	-37
- Fc1ccc(N2CCN(/C=C/c3nnnn3-c3ccccc3)CC2)cc1
 : -4	-16	-5	-1	-17	-1	-0.8	1	-4	17
- Cc1nn(C)c(Oc2cccc(Cl)c2)c1C(=O)Nc1ccc(F)cc1F
 : -8	22	0	9	8	-3	-0.3	-9	1	-8

Source: PubChem (Broad Institute)
